STEP block – blocks human striatal-enriched tyrosine phosphatase | P54829 | recombinant STEP, OMFP fluorogenic substrate, fluorescence | inhibition, % at 20 µM | 0.25% of 360,000 active;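 active = inhibition at 20 µM, scaled per plate between control wells, above about 37%, limit read from the data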;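 also: 0% = DMSO with enzyme and substrate and 100% = substrate only without enzyme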
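Material: STEP (striatal-enriched tyrosine phosphatase) enzyme, cell-free | Medium: 50 mM Bis-Tris pH 6.0 with 2.5 mM DTT and 0.005% Tween 20 | Read-out: Percent inhibition scaled to no-enzyme and uninhibited-enzyme controls, plate-pattern corrected | Signal: Fluorescence read at 480 nm ex / 540 nm em | Times: 20 min reaction, room temperature, in the dark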
NadD inh – NadD (S. aureus) enzyme inhibition | 0.78% of 360,000 active | purified NadD enzyme, colorimetric absorbance read-out | AID 602399 | inhibition, % at 20 µM; in the data active = inhibition above about 26%; also: some compounds past the cut are filed as inactive
LMPTP block – blocks human LMPTP phosphatase; P24666; recombinant LMPTP-A, OMFP fluorogenic substrate, fluorescence intensity; inhibition, % at 20 µM; 0.22% of 360,000 active; AID 651560;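 active = compounds that cut the enzyme signal by at least half of the control window in the single-dose screen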;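 also: plate controls were DMSO wells with enzyme plus substrate for no effect and substrate without enzyme for full effect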
Target sequence (P24666 whole entry, looked up): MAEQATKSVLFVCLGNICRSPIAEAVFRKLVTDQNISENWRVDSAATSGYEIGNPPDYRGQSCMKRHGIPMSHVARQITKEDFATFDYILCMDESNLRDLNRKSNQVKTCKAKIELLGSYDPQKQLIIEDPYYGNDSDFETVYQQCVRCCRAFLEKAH
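Assay system: LMPTP-A enzyme. Input: 0.625 nM LMPTP-A final. Probe or stimulus: 400 µM OMFP. Compound dosing: single 20 µM dose. Schedule: 50 min dark incubation at room temperature. Detection: fluorescence intensity of OMFP turnover product. Read-out: percent inhibition versus substrate-only and uninhibited controls. Benchmarks: no-enzyme low control, uninhibited high control.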
PABP1 MLLE inh – blocks PAM2 peptide binding to the PABP1 MLLE domain; AID 588489; 0.36% of 360,000 active; GST-MLLE / FITC-PAM2 fluorescence polarization; inhibition, % at 20 µM; P11940; in the data active = inhibition above about 35%, passing the limit was not always enough;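 also: plate controls were DMSO wells with GST-MLLE for no effect and wells lacking GST-MLLE protein for full effect; some results filed as inactive read as strong as hits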
CSN deneddyl inh – blocks human CSN-mediated cullin deneddylation. Q92905. Purified CSN, SCF-Nedd8-OG deneddylation, fluorescence polarization. inhibition, % at 12.5 µM. 0.38% of 360,000 active. AID 651999;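 active = pattern-corrected inhibition above about 35%, with an unprinted fluorescence ratio check between 0.5 and 1.5, limit read from the data, passing the limit was not always enough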;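 also: 0% = enzyme with substrate and 100% = substrate without enzyme; some results filed as inactive read as strong as hits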
Target sequence (Q92905 whole entry, looked up, one chain of several): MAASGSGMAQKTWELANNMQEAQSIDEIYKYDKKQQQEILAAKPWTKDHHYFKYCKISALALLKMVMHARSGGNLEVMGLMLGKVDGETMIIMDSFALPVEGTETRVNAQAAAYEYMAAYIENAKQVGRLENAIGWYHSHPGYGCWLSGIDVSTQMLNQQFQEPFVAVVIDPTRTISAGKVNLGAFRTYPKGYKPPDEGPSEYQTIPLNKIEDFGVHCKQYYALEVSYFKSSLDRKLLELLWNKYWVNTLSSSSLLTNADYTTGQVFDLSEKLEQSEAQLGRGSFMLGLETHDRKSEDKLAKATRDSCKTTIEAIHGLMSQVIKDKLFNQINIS
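test system = HEK293T-derived human Csn5 enzyme | amount = 0.24 nM Csn5 enzyme, final concentration | medium = Tris/NaCl/DTT buffer, pH 7.5 | schedule = 90 min reaction at room temperature | signal = FP | evaluation = inhibition of Csn5 cleavage, % | compound dosing = single dose of 12.5 µM compound with 0.25% DMSO | probe or stimulus = 10 nM SCFSkp2-Nedd8OG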
SUMO1 PPI mod – SUMO1-SIM interaction modulation | inhibition, % at 20 µM | P63165 | SUMO1 binding to a labelled peptide, TR-FRET, 1 h | 0.33% of 360,000 active; in the data active = inhibition above about 37%
Target sequence (P63165 whole entry, looked up): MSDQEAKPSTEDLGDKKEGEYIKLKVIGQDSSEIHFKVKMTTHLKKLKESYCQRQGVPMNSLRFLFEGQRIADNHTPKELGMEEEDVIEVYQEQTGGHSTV
DNMT1 block – blocks human DNA methyltransferase DNMT1. P26358. DNMT1 molecular beacon, Hinp1I cleavage, fluorescence. inhibition (reported as % activation of signal), % at 10 µM. 0.83% of 360,000 active; in the data active = inhibition above about 50%
TbMetRS inhib – blocks T. brucei methionyl-tRNA synthetase activity | purified T. brucei MetRS, ATP depletion, Kinase-Glo luminescence | inhibition, % at 11.9 µM | 0.4% of 360,000 active | AID 624268;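 active = inhibition above a per-plate cutoff of the control wells' mean inhibition plus 3 SD, cut at about 5.5% in these data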;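 also: 0% = DMSO wells median and 100% = median of wells with control inhibitor compound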
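Dosing: 11.9 µM single point; system: parasite MetRS enzyme; technique: luminescence of leftover ATP; times: 15 min enzyme-compound preincubation, 2 h reaction, 10 min detection, 25 °C; replicates: each compound tested once; read-out basis: percent inhibition relative to median high and low control wells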
Scp1 inh – inhibitors of human Scp-1 phosphatase. 0.88% of 340,000 active. inhibition, % at 20 µM. AID 493091. Recombinant Scp1, phosphopeptide, malachite green phosphate absorbance;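 active = inhibition above about 50% at 20 µM, limit read from the data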;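 also: plate controls were DMSO wells with enzyme for no effect and wells lacking enzyme for full effect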
Target sequence (Q9GZU7 76-261 limits assumed): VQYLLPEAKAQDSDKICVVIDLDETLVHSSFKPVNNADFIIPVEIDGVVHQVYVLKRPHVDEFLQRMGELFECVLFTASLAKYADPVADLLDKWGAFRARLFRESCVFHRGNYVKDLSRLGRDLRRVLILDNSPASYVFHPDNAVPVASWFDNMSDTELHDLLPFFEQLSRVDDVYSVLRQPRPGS
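Test system: SCP-1 phosphatase catalytic domain, residues 76-261 | Compound dosing: One concentration, 20 µM, with 1.0% DMSO | Schedule: 45 min room-temperature reaction, 5 min colour, 30 min stabiliser | Detection: Absorbance at 630 nm | Read-out basis: % inhibition of SCP-1 phosphate liberation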
Rpn11 block – Rpn11 (human) deubiquitinase inhibition; O00487; 0.59% of 360,000 active; calls only at 20 µM; human 26S proteasome, Ub4-pepOG fluorescence polarization; 20S core pre-blocked with epoxomicin; AID 588493;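 active = inhibition at 20 µM, scaled to each plate's controls, above about 33%, limit read from the data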
Numbers without * were called inactive; i = inactive; · = no result given.

STEP block	NadD inh	LMPTP block	PABP1 MLLE inh	CSN deneddyl inh	compound	SUMO1 PPI mod	DNMT1 block	TbMetRS inhib	Scp1 inh	Rpn11 block
-2	-5	0.8	1	-5	CN(CC(=O)NC(=O)NCc1ccccc1)CC(=O)Nc1ccc(Cl)c(C(F)(F)F)c1	0	-7	-0.2	-1	i
-2	-5	-1.1	30	-6	CSc1ccccc1NC(=S)N/N=C/c1cccn1Cc1cccc(C)c1	2	-2	0.3	-7	i
-1	-7	6.1	-5	2	C=CCn1c(SCc2c(C)noc2C)nc2sc3c(c2c1=O)CCCC3	-1	-5	0.4	-6	i
-4	-1	-1.8	5	1	CCCNC(=O)C1CCN(c2ccc(S(=O)(=O)N3CCOCC3)cc2Cl)CC1	0	-1	-0.5	-5	i
0	-3	-1.0	-8	5	CC(=O)Nc1ccc(C2=CC(=O)CC(C)(C)C2)cc1	-28	3	-0.3	-8	i
4	-5	-1.9	-20	-1	CCOC(=O)c1sc2nc(C)[nH]c(=S)c2c1C	-21	0	-0.2	-3	i
-1	1	1.3	-12	2	CCOC(=O)c1sc(NC(=O)C2CC(=O)N(c3ccc(C)cc3)C2)nc1C (stereo not given)	2	0	-1.4	4	i
-1	2	-0.1	1	0	CCOc1ccc(NC(=O)CN2CCN(c3ccc(F)cc3)CC2)cc1	2	2	-0.3	-6	i
2	-9	1.4	-5	-3	Cc1c(C)n(Cc2ccccc2)c2ncnc(Cl)c12	3	1	0.9	-13	i
12	-5	-0.1	-3	1	Cc1sc2ncn(CC(=O)NCC(=O)N(C)Cc3ccccc3)c(=O)c2c1C	1	0	1.0	3	i
1	2	0.3	0	-8	CSc1nc(Cl)cc(Nc2ccc(O)cc2)n1	9	-6	0.0	-5	i
-2	1	-1.7	10	-2	Nc1cc(=O)[nH]c(SCc2cccc(Cl)c2)n1	2	1	-0.4	1	i
2	-4	-0.9	7	2	COc1ccc(NC(C)=O)cc1CNC(=O)COc1ccccc1C(=O)Nc1cccc(C)c1C	-1	0	0.9	-5	i
·	1	0.4	·	2	COC(=O)[C@]12CCCCC=C1N(CCC1=CCCCC1)C(=O)[C@H](CC(=O)NCCCN1CCCC1=O)C2	0	·	-0.2	·	·
-1	-7	-1.9	-3	2	COc1ccc(N/C=C(\[N+](=O)[O-])S(=O)(=O)c2ccccc2)cc1	-1	1	-0.8	-12	i
-5	2	-0.6	5	-2	CC(C)OC(=O)CSc1nc(C(C)C)nc2ccccc12	3	-1	-0.7	-8	i
2	-3	-0.2	-1	0	CCCCCCCSc1nnc(N)s1	8	3	2.4	-4	i
-2	-1	-0.5	6	1	O=C(Nc1nccs1)c1ccc(-c2ccc(Cl)cc2Cl)o1	-1	-2	-1.1	12	i
-3	-2	-1.0	-11	1	COc1cc(OCC(N)=O)cc(OC)c1OC	1	-1	0.3	-4	i
4	3	-1.3	-14	-3	O=[N+]([O-])c1ccc(C2CCCC/C2=N/O)c([N+](=O)[O-])c1 (stereo not given)	-27	-1	-0.5	-7	i
-1	-1	-1.7	1	-7	C[C@@H]1CN([C@@H](C)CO)C(=O)CCCn2nncc2CO[C@H]1CN(C)C(=O)c1ccncc1	-1	4	-0.9	·	i
-1	1	-0.9	5	-3	CCCCNC(=O)C1(C)CCCCN1C(=O)c1c(C)noc1C (stereo not given)	2	1	0.4	·	i
-2	-4	0.2	17	-5	COC(=O)c1ccc2c(=O)n(CCN3CCOCC3)c(SCC(=O)Nc3ccccc3OC)nc2c1	-1	-3	0.5	·	i
0	0	-1.7	2	-3	Cc1ccc2c(c1)N(CCC(=O)NCC1COc3ccccc3O1)C(=O)CO2 (stereo not given)	-1	0	0.5	-5	i
0	-1	-0.6	9	-1	CCN(CC(=O)Nc1c(F)cccc1F)C(=O)c1cccc(S(=O)(=O)NCc2ccccc2)c1	1	3	-0.5	4	i
-1	2	-1.1	32	4	COc1ccc(C(=O)NCc2nnc(SCC(=O)Nc3nnc(C)s3)o2)cc1	-1	1	-1.1	10	i
0	4	0.9	6	-1	CN(C)CC1(C)Cc2ccsc2C1O (stereo not given)	-4	-3	0.0	-3	i
1	2	-0.4	13	8	CCN(CC)C(=O)COc1cccc2ccccc12	-1	-5	0.0	-8	i
-2	-8	-1.9	10	1	CC1OC(=O)c2cc3ccccc3nc21 (stereo not given)	-20	3	0.0	·	i
4	-7	4.0	-4	4	O=c1ccc(/C=C/c2ccccc2)nn1Cc1ccccc1Cl	-19	-10	-0.8	-14	i
-4	6	0.7	-10	2	COc1ccc(-n2c(SCC(=O)Nc3cc(C)on3)nc3ccc(O)cc3c2=O)cc1OC	20	3	0.4	3	i
2	-2	1.5	1	1	CCOC(=O)c1sc(NC(=O)c2cccc(S(=O)(=O)N(CC)CC)c2)cc1C	2	1	-0.1	-10	i
1	3	0.2	3	1	Cc1ccccc1N(C(=O)c1snc(C(N)=O)c1N)C(C)C(=O)NC1CCCCC1 (stereo not given)	-10	-2	0.2	-15	i
-1	-17	4.0	22	3	Cc1cc(Nc2cccc(F)c2)nc(N2CCOCC2)n1	1	3	2.1	-8	i
-6	-1	-1.4	-8	-8	CC(Sc1n[nH]c(N)n1)C(=O)C12CC3CC(CC(C3)C1)C2 (stereo not given)	-2	-2	0.2	5	i
·	3	-1.2	·	0	O=C(NC1CCCC1)C1c2ccccc2OCC(=O)N1Cc1ccco1 (stereo not given)	3	·	-0.4	·	·
1	-4	-0.3	-1	-4	COc1ccccc1C1CCN(Cc2ccccc2)CC1	5	1	-0.5	-2	i
3	15	43	19	-4	COc1cc(OC)c(C2Nc3cccc4cccc(c34)N2)c(OC)c1	-1	-15	-0.7	11	i
1	-3	-0.7	19	-1	CCOC(=O)C1(Cc2cccc(OC)c2)CCCN(C(=O)c2cc(C)[nH]n2)C1 (stereo not given)	0	0	0.2	-4	i
0	-4	-2.8	6	5	Cc1cc(OCC(=O)NNC(=O)c2ccncc2)ccc1C(C)C	1	6	-0.3	-8	i
-2	3	-1.3	18	7	COc1ccccc1C(=O)NCCC(=O)N(C)CC(=O)Nc1ccc(N2CCOCC2)cc1	5	2	-0.2	-1	i
2	-5	-1.3	-3	0	Cc1ccc(C2C(C#N)=C(N)N(c3ncn[nH]3)C3=C2C(=O)CC(C)(C)C3)cc1 (stereo not given)	2	-1	-1.1	11	i
0	-6	-0.1	4	4	CCC(CC)C(=O)c1c[nH]c(C(=O)N2CCN(c3ccccc3)CC2)c1	1	2	0.6	-2	i
-5	5	0.3	8	1	Cc1ccc2[nH]c(O)c(N=NC(=O)C3CC3c3ccccc3)c2c1Br (stereo not given)	1	24	-0.2	-5	i
-1	-1	-0.8	-12	1	COc1ccc(C(=O)Nc2ccnn2C2CCN(C(=O)c3cnsn3)CC2)cc1	9	0	-0.2	-3	i
-2	-1	-0.3	-3	2	Cc1cccc(OCC(=O)NCCCNC(=O)c2ccccn2)c1	4	1	-0.8	-5	i
1	5	2.6	4	3	COc1ccc(NC(=O)CN(C)C(=O)CCNC(=O)c2ccccc2OC)cc1	3	1	-0.7	5	i
1	1	0.1	-83	0	CCC(C)Sc1nc2c(c(=O)[nH]c(=O)n2C)n1CC(O)COc1cccc2ccccc12 (stereo not given)	-1	-9	-0.4	13	i
2	-2	-0.8	11	-3	C=C1CCN([C@@H](CC(C)C)C(=O)N2CCCC2)S(=O)(=O)c2ccccc21	-3	-3	-0.4	-3	i
1	-4	0.5	34	-4	CCC1SC(=NC(=O)c2ccc(Cl)c(Cl)c2)NC1=O (stereo not given)	2	1	-0.9	6	i

Going on with the list.
STEP block	NadD inh	LMPTP block	PABP1 MLLE inh	CSN deneddyl inh	compound	SUMO1 PPI mod	DNMT1 block	TbMetRS inhib	Scp1 inh	Rpn11 block
9	-2	-0.1	8	0	Cc1csc(N2CCc3ccccc32)n1	2	0	-0.6	0	i
-1	6	5.1	-8	-1	O=C(CN1CCN(S(=O)(=O)c2ccc3ccccc3c2)CC1)Nc1ccc2c(c1)CCC2	2	-25	-0.4	8	i
1	0	0.2	5	-17	O=C(C1CCOCC1)N1CCC(CO)(CCc2ccccc2)CC1	3	2	0.6	-3	i
1	-3	1.4	5	-3	CCN(C(=O)CSc1nc(C)nc2sc(C)c(C)c12)c1ccc(F)cc1	-20	2	-0.3	-3	i
7	19	2.6	-8	-4	COc1ccc(/C=N/NC(=O)c2ccccc2O)cc1Cn1nnc2ccccc21	4	0	0.8	-2	i
1	-5	0.2	6	3	COc1ccc(S(=O)(=O)NC(=O)C2(C)CCN2C(=O)c2c(C)noc2C)cc1 (stereo not given)	6	2	-0.4	·	i
-2	-3	-0.5	-2	1	CC(C)[C@H](NC(=O)N1c2ccccc2NC(=O)[C@@H]1C(C)C)C(=O)N[C@@H](Cc1ccccc1)C(=O)O	4	4	-0.7	1	i
-2	-4	-1.2	12	-4	COCc1cc(=O)[nH]c(SCC(=O)N2CCOCC2)n1	1	1	-0.2	-5	i
-1	-1	0.3	-1	-1	C[C@@H]1CN([C@H](C)CO)S(=O)(=O)c2ccc(-c3ccc(C#N)cc3)cc2O[C@H]1CN(C)C(=O)Nc1cc(F)ccc1F	-2	-5	0.8	·	i
2	2	-0.4	5	-2	O=C(O)c1cc(S(=O)(=O)Nc2ccc3c(c2)OCCO3)c(Cl)cc1Cl	11	-2	-1.5	-13	i
-3	-2	-0.5	-6	2	CC1C(=O)OC(c2ccc(Cl)cc2)C(C)(C)C1=O (stereo not given)	5	2	-1.2	4	i

Full records, looked up by structure:
`Cc1csc(N2CCc3ccccc32)n1` as listed: STEP block = 9; NadD inh = -2; LMPTP block = -0.1; PABP1 MLLE inh = 8; CSN deneddyl inh = 0; SUMO1 PPI mod = 2; DNMT1 block = 0; TbMetRS inhib = -0.6; Scp1 inh = 0; Rpn11 block = i
`O=C(O)c1cc(S(=O)(=O)Nc2ccc3c(c2)OCCO3)c(Cl)cc1Cl` as listed: STEP block = 2; NadD inh = 2; LMPTP block = -0.4; PABP1 MLLE inh = 5; CSN deneddyl inh = -2; SUMO1 PPI mod = 11; DNMT1 block = -2; TbMetRS inhib = -1.5; Scp1 inh = -13; Rpn11 block = i

Screens deposited in PubChem by several laboratories.
